# Source: PubChem
# BoNT-A LC inh2 – blocks Botulinum neurotoxin A light chain protease | 360,000 tested, 0.17% active | inhibition, % at 10 µM | multiplex microsphere protease substrate cleavage, flow cytometry | AID 588499; in the data active = inhibition above about 30%; inconclusive = no clear call, values can overlap the other calls; also: plate controls were buffer without enzyme for full effect and enzyme alone for no effect
# FadD28 binding – M. tuberculosis FadD28 bisubstrate binding inhibition. FadD28 bisubstrate probe binding, fluorescence polarization. inhibition, % at 12.5 µM. 360,000 tested, 0.22% active. AID 588549; in the data active = inhibition above about 8.5%, passing the limit was not always enough; inconclusive = no clear call, values can overlap the other calls
# GDH-TPI counter – inhibits GDH-TPI coupling enzymes, artifact for Mtb FBA screen; GDH-TPI coupled enzyme counterscreen, NADH absorbance; inhibition, % at 4.8 µM; 360,000 tested, 1.2% active;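 also: 0% = DMSO wells and 100% = wells lacking the enzyme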
# PrPC TRFRET – reduces human prion protein on the cell surface; P04156; cell surface PrPC, TR-FRET read-out; inhibition, % at 13.8 µM; 370,000 tested, 0.43% active; AID 720596; in the data active = inhibition above about 24%; also: 0% = median of the test wells and 100% = reference compound wells
# UGM FP inh – blocks M. tuberculosis UGM enzyme | 320,000 tested, 0.06% active | P9WIQ1 | purified UGM, fluorescence polarization probe displacement | inhibition, % at 10 µM; in the data active = inhibition above about 10%, passing the limit was not always enough; inconclusive = no clear call, values can overlap the other calls
# Target sequence (P9WIQ1 whole entry, looked up): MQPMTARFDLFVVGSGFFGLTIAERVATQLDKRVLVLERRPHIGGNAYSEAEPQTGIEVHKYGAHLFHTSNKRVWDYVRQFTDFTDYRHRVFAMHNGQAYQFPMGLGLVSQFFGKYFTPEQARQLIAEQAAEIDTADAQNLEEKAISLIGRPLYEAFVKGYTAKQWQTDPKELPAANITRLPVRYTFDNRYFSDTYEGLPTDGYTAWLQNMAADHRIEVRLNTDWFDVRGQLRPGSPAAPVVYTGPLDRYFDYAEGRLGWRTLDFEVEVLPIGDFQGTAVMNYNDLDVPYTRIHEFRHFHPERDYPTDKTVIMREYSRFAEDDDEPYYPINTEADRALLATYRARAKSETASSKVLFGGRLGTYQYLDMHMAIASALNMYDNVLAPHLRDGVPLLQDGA
# BioA inh – blocks M. tuberculosis BioA enzyme activity; purified M. tuberculosis BioA enzyme, plate reader; inhibition, % at 9.99 µM; 360,000 tested, 0.096% active; AID 602481; in the data active = inhibition above about 40%; inconclusive = no clear call, values can overlap the other calls
# CCHFV vOTU inh – CCHFV vOTU protease inhibition. Pep-AMC fluorescence. inhibition, % at 11.5 µM. 370,000 tested, 0.55% active. AID 651958; also: 0% = vehicle wells with enzyme and 100% = no enzyme wells
# BoNT F protease – BoNT F light chain protease inhibition; 360,000 tested, 0.22% active; AID 588497; inhibition, % at 10 µM; Multiplex microsphere protease cleavage assay, flow cytometry; in the data active = inhibition above about 35%, passing the limit was not always enough; inconclusive = no clear call, values can overlap the other calls; also: plate controls were buffer without enzyme for full effect and enzyme alone for no effect
# FBA Mtb inh – inhibitors of M. tuberculosis fructose-bisphosphate aldolase. P9WQA3. purified M. tuberculosis FBA, fluorescence read-out. inhibition, % at 1 µM. 360,000 tested, 2.3% active. AID 588726; in the data active = inhibition above about 27%;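 also: 0% = vehicle and 100% = reference inhibitor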
# Target sequence (P9WQA3 whole entry, looked up): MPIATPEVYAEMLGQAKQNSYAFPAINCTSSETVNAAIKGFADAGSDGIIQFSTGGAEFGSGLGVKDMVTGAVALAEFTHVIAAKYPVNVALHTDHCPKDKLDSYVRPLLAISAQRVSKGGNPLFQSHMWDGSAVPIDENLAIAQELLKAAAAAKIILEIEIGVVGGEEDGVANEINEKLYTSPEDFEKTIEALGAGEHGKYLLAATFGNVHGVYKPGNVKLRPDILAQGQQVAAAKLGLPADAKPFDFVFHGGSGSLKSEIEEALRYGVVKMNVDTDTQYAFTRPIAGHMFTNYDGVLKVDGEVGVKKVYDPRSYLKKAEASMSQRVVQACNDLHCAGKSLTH
# * hit, by the source's call; ? = inconclusive; nt = not tested or not shown; & = joins results of further samples. Rule as the data show it, unless noted: active = inhibition above about 30%; inactive = the rest.
# Labels used below – A = BoNT-A LC inh2; B = FadD28 binding; C = GDH-TPI counter; D = PrPC TRFRET; E = UGM FP inh; F = BioA inh; G = CCHFV vOTU inh; H = BoNT F protease; I = FBA Mtb inh
CS(=O)(=O)c1ccc2nc(NC(=O)c3ccc(Cn4cc(Br)cn4)o3)sc2c1
  A: 2.8; B: -4.9; C: 31*; D: 8; E: 1.9; F: -0.6; G: 16; H: 13; I: 18

OC[C@@H]1CN(Cc2ccco2)C[C@H](n2cnc3c(NCc4ccncc4)ncnc32)O1
  A: 0.1; B: 0.3; C: 3; D: -3; E: nt; F: -1.1; G: -9; H: 8; I: -1

CCC(=O)Nc1ccccc1C(=O)C(=O)Nc1ccccc1
  A: 0.6; B: -2.1; C: 10; D: 0; E: -5.4; F: nt; G: 8; H: -2; I: 4

COc1ccc(S(=O)(=O)Nc2ccc3c(c2)C(=O)N([C@H](C)CO)C[C@H](C)[C@@H](CN(C)S(=O)(=O)c2cn(C)cn2)OCCCC[C@H](C)O3)cc1
  A: 0.1; B: -2.7; C: -2; D: 1; E: nt; F: -0.5&-0.2; G: 8; H: 0; I: 0

Cc1noc(C)c1S(=O)(=O)N1CCC(C(=O)O)CC1
  A: -0.5; B: -0.9; C: -2; D: -5; E: 1.4; F: 0.0; G: -1; H: 6; I: 2

Cc1sc2nc(C3CC3)nc(SCC(=O)N3CC(=O)Nc4ccccc43)c2c1C
  A: -0.4; B: -2.3; C: 0; D: 4; E: -2.1; F: -0.6; G: 5; H: -8; I: 1

Cc1oc(-c2ccccc2)cc1C(N)=O
  A: -0.4; B: -0.8; C: 1; D: 4; E: 0.7; F: 0.9; G: 4; H: 1; I: 1

Cc1cccc(NC(=O)CSCc2cc(=O)n3nc(C4CC4)sc3n2)c1
  A: 0.1; B: 1.2; C: 4; D: 0; E: -0.2; F: -1.0; G: -8; H: -1; I: 1

CC(=O)c1ccc(OCC(O)CN2CCC(C)CC2)cc1 (stereo not drawn)
  A: -0.9; B: -0.1; C: 0; D: -8; E: 0.9; F: 0.5; G: 3; H: -10; I: 1

O=C1C(=O)N(CCN2CCOCC2)C(c2ccc([N+](=O)[O-])cc2)/C1=C(/O)c1ccc2c(c1)OCO2 (stereo not drawn)
  A: -3.0; B: -1.3; C: 10; D: -19; E: 0.6; F: -2.2; G: 0; H: 9; I: 2

CCN(CC)c1ccc(NC(=O)CSc2n[nH]c(-c3ccco3)n2)cc1
  A: -73; B: 0.8; C: 2; D: -4; E: nt; F: 0.9; G: -2; H: -100; I: 3

CCc1ccc(Nc2nnc(SCC(=O)Nc3sccc3C(N)=O)s2)cc1
  A: -1.7; B: -1.0; C: 7; D: 9; E: -2.0; F: -4.1; G: 28; H: -15; I: 0

CCS(=O)(=O)Nc1cccc(C2=NN(C(=O)c3ccco3)C(c3ccco3)C2)c1 (stereo not drawn)
  A: -3.2; B: -2.1; C: 26; D: 13; E: 1.6; F: 19; G: 3; H: -10; I: -1

O=C(Nc1ccc(N2CCN(C(=O)c3ccco3)CC2)cc1)c1ccccc1
  A: -1.7; B: -0.2; C: 9; D: 3; E: -0.1; F: 0.0; G: 21; H: -8; I: 9

Cc1ccc2oc(-c3ccc(NC(=O)c4ccc5c(c4)OCO5)cc3)nc2c1
  A: -0.5; B: -0.6; C: -5; D: -4; E: 0.2; F: -1.1; G: -11; H: 10; I: 9

Cc1ccc(C)c(S(=O)(=O)N(C)c2ccc(OC(=O)CN3C(=O)NC4(CCCC4)C3=O)cc2)c1
  A: -0.3; B: -3.0; C: 8; D: -2; E: nt; F: -0.5; G: 13; H: -8; I: -3

Cc1nnc(-c2cnn(C)c2N)n1CCCN(C)C
  A: 0.2; B: 1.2; C: 5; D: 8; E: -0.6; F: nt; G: 5; H: -5; I: -1

CC(C)OC(=O)COc1ccc(-c2ccccc2)cc1
  A: 0.9; B: 0.1; C: 4; D: 0; E: -0.3; F: 1.6; G: 12; H: 1; I: -1

O=C(O)c1ccc2nc(-c3ccccc3)sc2c1
  A: -0.1; B: 0.0; C: 4; D: 5; E: 3.2; F: 0.0; G: -4; H: -8; I: 3

N#Cc1c(Nc2ccccc2)sc(C(=O)c2ccccc2)c1N
  A: 0.1; B: -0.7; C: 14; D: -7; E: -3.2; F: nt; G: 7; H: 2; I: 2

O=C(CCc1ccc(S(=O)(=O)N2CCOCC2)cc1)Nc1cc(Cl)ccc1N1CCOCC1
  A: -0.2; B: -0.4; C: 2; D: 2; E: 0.0; F: 0.6; G: 8; H: 2; I: 2

Cc1c(NC(=O)COC(=O)CCC(=O)c2ccc(Cl)cc2)c(=O)n(-c2ccccc2)n1C
  A: 0.2; B: -0.9; C: -1; D: 7; E: 0.5; F: -0.4; G: -9; H: -1; I: -2

CS(=O)(=O)N(CC(=O)NC1CCCCC1)Cc1ccc(Cl)cc1
  A: -2.6; B: -0.7; C: 4; D: -5; E: -1.9; F: 0.0; G: -24; H: -5; I: 0

CCOc1ccc(NC(=O)CSc2nc(C3CC3)nc3ccccc23)cc1
  A: 0.6; B: -3.1; C: 4; D: 5; E: 2.0; F: 0.6; G: 17; H: -5; I: 3

CCN(CC(=O)Nc1c(F)cccc1F)C(=O)c1c(-c2ccccc2Cl)noc1C
  A: 0.0; B: 0.3; C: 13; D: 3; E: nt; F: nt; G: 0; H: 4; I: 4

COc1ccc(CNC(=O)C/C(C)=N/NC(=O)C23CC4CC(CC(C4)C2)C3)cc1
  A: -0.4; B: 0.2; C: -5; D: 1; E: 2.0; F: -0.9; G: 1; H: 3; I: 1

CN1CCN(C2=NC(=O)/C(=C/c3ccccc3OS(=O)(=O)c3ccccc3)S2)CC1
  A: -0.4; B: -4.9; C: 23; D: -14; E: -0.2; F: nt; G: 2; H: -6; I: 1

O=C(NCc1cccnc1)C(=O)NC1CCCCC1
  A: 0.0; B: 0.3; C: 3; D: 1; E: 1.4; F: nt; G: -2; H: -2; I: 1

CCOC(=O)c1c(NC(=O)c2ccccc2)sc2c(O)c(CN(CC)CC)ccc12
  A: 0.6; B: -1.5; C: 17; D: 5; E: 4.5; F: -1.5; G: 11; H: -18; I: 1

Cc1ccc(S(=O)(=O)n2nc(OC(=O)c3cccc(F)c3)cc2N)cc1
  A: -0.9; B: -0.9; C: -5; D: -6; E: -0.9; F: 4.1; G: -11; H: -10; I: 0

Cc1cccc(NC(=O)CSc2nc(N)cc(N)n2)c1
  A: 0.1; B: -1.4; C: 1; D: 9; E: 0.7; F: 5.3; G: 7; H: ?; I: 0

CC(C)CC1NC(=S)N(Cc2ccccc2)C1=O (stereo not drawn)
  A: 1.2; B: -8.2; C: 0; D: 1; E: -1.4; F: 0.9; G: -13; H: 4; I: -2

O=C(Cn1cnc2ccccc2c1=O)N1CCN(S(=O)(=O)c2ccc(F)cc2)CC1
  A: 0.1; B: -1.4; C: 2; D: 10; E: -3.2; F: 0.4; G: 11; H: -3; I: 2

COC(=O)c1cccc(NC(=O)c2onc3c2CCCC3)c1
  A: 1.2; B: -0.6; C: 6; D: -3; E: -0.3; F: -1.2; G: 4; H: -2; I: 3

Cn1cccc1/C=N/N1CCN(c2ccccc2)CC1
  A: -0.5; B: -0.1; C: 0; D: -1; E: 2.5; F: nt; G: -10; H: -2; I: -2

Cc1cccc(/C(N)=N/OC(=O)c2cccc3ccccc23)c1
  A: 1.1; B: -0.3; C: 3; D: 1; E: -2.7; F: -1.4; G: 1; H: 4; I: 0

COC(=O)[C@@H](Cc1c[nH]c2ccccc12)NC(=O)CCC(=O)c1ccc(F)cc1
  A: -2.9; B: 0.7; C: 8; D: 1; E: 0.0; F: -1.3; G: 3; H: -23; I: -1

Cn1c(N)c(N2CCN(c3ccccc3)CC2)c(=O)[nH]c1=O
  A: -0.5; B: -0.5; C: 0; D: 5; E: -2.6; F: -0.4; G: -1; H: -1; I: 4

O=C(CCNc1cc(Cl)cc(Cl)c1)c1ccco1
  A: -0.8; B: -2.7; C: -5; D: 3; E: 0.2; F: 2.8; G: 11; H: -6; I: 2

COC(=O)c1c(NC(=O)c2ccc(C)c(S(=O)(=O)Nc3ccccc3C)c2)sc2c1CCCC2
  A: -0.1; B: -2.3; C: 2; D: 0; E: 4.5; F: -0.6; G: -6; H: -10; I: 0

COc1ccc(S(=O)(=O)N(C)C[C@H]2Oc3cc(Br)ccc3S(=O)(=O)N([C@H](C)CO)C[C@H]2C)cc1
  A: 0.3; B: -2.3; C: 4; D: -14; E: nt; F: -0.3&-1.1; G: -1; H: 2; I: -1

CCOC(=O)N/N=C1\CCS(=O)(=O)c2ccc(Cl)cc21
  A: 0.8; B: -5.0; C: -9; D: 1; E: -2.0; F: nt; G: -10; H: ?; I: -4

CC(CCCCCCCCC(=O)O)N(CCO)C(=O)OC(C)(C)C (stereo not drawn)
  A: -0.3; B: -1.2; C: 11; D: 2; E: 1.3; F: -0.5; G: 20; H: -3; I: -2

c1cncc(-c2nc(NCc3ccco3)c3ccccc3n2)c1
  A: 0.1; B: -2.4; C: 6; D: -4; E: -0.4; F: 6.6; G: 4; H: 0; I: -2

O=C(CSc1nc2ccccc2o1)Nc1cc(C(F)(F)F)ccc1N1CCOCC1
  A: -0.1; B: -2.4; C: 1; D: 3; E: 3.8; F: 2.7; G: 18; H: 7; I: 3

COc1ccc2nc(C)cc(Nc3ccc(N4CCOCC4)cc3)c2c1
  A: 1.9; B: -0.9; C: 29; D: -36; E: 0.7; F: -1.8; G: 19; H: -43; I: -1

Cc1ccc(NC(=O)COC(=O)C2CC2C)c(S(=O)(=O)N2CCCCC2)c1 (stereo not drawn)
  A: 0.7; B: -1.1; C: 1; D: 10; E: 1.8; F: 1.4; G: 23; H: 3; I: -1

CCNC(=O)Cn1cc(C#N)c2ccccc21
  A: -0.8; B: -0.2; C: -7; D: 2; E: 2.7; F: 0.1; G: -4; H: 2; I: -1

COCC1CCN(C(=O)c2ccc3oc(Cc4ccc(Cl)cc4)nc3c2)C1 (stereo not drawn)
  A: -0.2; B: -1.7; C: 6; D: 3; E: -1.1; F: 2.0; G: 7; H: 2; I: 7

# Whole records, looked up by structure.
# Profile of O=C(CSc1nc2ccccc2o1)Nc1cc(C(F)(F)F)ccc1N1CCOCC1 : BoNT-A LC inh2: -0.1; FadD28 binding: -2.4; GDH-TPI counter: 1; PrPC TRFRET: 3; UGM FP inh: 3.8; BioA inh: 2.7; CCHFV vOTU inh: 18; BoNT F protease: 7; FBA Mtb inh: 3
# Profile of Cc1nnc(-c2cnn(C)c2N)n1CCCN(C)C : BoNT-A LC inh2: 0.2; FadD28 binding: 1.2; GDH-TPI counter: 5; PrPC TRFRET: 8; UGM FP inh: -0.6; BioA inh: nt; CCHFV vOTU inh: 5; BoNT F protease: -5; FBA Mtb inh: -1
# Profile of Cc1cccc(NC(=O)CSCc2cc(=O)n3nc(C4CC4)sc3n2)c1 : BoNT-A LC inh2: 0.1; FadD28 binding: 1.2; GDH-TPI counter: 4; PrPC TRFRET: 0; UGM FP inh: -0.2; BioA inh: -1.0; CCHFV vOTU inh: -8; BoNT F protease: -1; FBA Mtb inh: 1

# Exported bar-delimited: part of the list above.
Compound | BoNT-A LC inh2 | FadD28 binding | GDH-TPI counter | PrPC TRFRET | UGM FP inh | BioA inh | CCHFV vOTU inh | BoNT F protease | FBA Mtb inh
O=C(CSc1nc2ccccc2o1)Nc1cc(C(F)(F)F)ccc1N1CCOCC1 | -0.1 | -2.4 | 1 | 3 | 3.8 | 2.7 | 18 | 7 | 3
CC(CCCCCCCCC(=O)O)N(CCO)C(=O)OC(C)(C)C (stereo not drawn) | -0.3 | -1.2 | 11 | 2 | 1.3 | -0.5 | 20 | -3 | -2
